High-throughput results from PubChem.
BH1578 lux ind – inducers of Vibrio cholerae quorum light production without autoinducers, primary screen, BH1578 luxS cqsA deficient, single point; V. cholerae BH1578 lux reporter, luminescence, 6 h; activation, % at 18.7 µM; hit rate 0.16% among 350,000; AID 588436, 2011; in the data active = activation mostly above about 9.7%, no sharp cut-off; note: not every result past the cut was called active; inactives centre near 0; reference of the scale not given here
MazF activator – activators of E. coli MazEF toxin-antitoxin RNase, primary screen, biochemical, fluorescence, uHTS; activation, % at 20 µM; hit rate 0.32% among 350,000; FAM/BHQ RNA-DNA oligo cleavage fluorescence, 5 h; AID 504720, 2011; in the data active = activation above about 50%
SSB-PriA inh – inhibitors of Klebsiella pneumoniae PriA binding to SSB C-terminal tail, primary screen, biochemical, AlphaScreen. inhibition, % at 33 µM. AlphaScreen SSBct-PriA binding, biotinylated peptide. PriA–SSB C-terminal tail interaction (Klebsiella pneumoniae). hit rate 0.6% among 430,000; in the data active = inhibition mostly above about 37%, no sharp cut-off; inactive = mostly below about 20%;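 note: plate controls were negative control peptide for no effect and reference peptide for full effect; strong numbers were not always called active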
Rv3671c inh – Rv3671c serine protease inhibitors, primary screen, biochemical, fluorescence polarization, M. tuberculosis H37Rv; P9WHR9; inhibition, % at 5.96 µM; hit rate 0.048% among 320,000; in the data active = inhibition above about 38%;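 note: extracellular domain of Rv3671c used as enzyme; 0% = enzyme with DMSO and 100% = no enzyme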
TcdB GH inh – TcdB glycohydrolase inhibitors, primary screen, biochemical, single point, plate reader. inhibition, % at 9.99 µM. Toxin B (Clostridioides difficile), P18177. AID 652162, 2013. hit rate 0.24% among 350,000. TcdB glycohydrolase enzymatic assay; in the data active = inhibition above about 10%
Target sequence (P18177 whole entry, looked up): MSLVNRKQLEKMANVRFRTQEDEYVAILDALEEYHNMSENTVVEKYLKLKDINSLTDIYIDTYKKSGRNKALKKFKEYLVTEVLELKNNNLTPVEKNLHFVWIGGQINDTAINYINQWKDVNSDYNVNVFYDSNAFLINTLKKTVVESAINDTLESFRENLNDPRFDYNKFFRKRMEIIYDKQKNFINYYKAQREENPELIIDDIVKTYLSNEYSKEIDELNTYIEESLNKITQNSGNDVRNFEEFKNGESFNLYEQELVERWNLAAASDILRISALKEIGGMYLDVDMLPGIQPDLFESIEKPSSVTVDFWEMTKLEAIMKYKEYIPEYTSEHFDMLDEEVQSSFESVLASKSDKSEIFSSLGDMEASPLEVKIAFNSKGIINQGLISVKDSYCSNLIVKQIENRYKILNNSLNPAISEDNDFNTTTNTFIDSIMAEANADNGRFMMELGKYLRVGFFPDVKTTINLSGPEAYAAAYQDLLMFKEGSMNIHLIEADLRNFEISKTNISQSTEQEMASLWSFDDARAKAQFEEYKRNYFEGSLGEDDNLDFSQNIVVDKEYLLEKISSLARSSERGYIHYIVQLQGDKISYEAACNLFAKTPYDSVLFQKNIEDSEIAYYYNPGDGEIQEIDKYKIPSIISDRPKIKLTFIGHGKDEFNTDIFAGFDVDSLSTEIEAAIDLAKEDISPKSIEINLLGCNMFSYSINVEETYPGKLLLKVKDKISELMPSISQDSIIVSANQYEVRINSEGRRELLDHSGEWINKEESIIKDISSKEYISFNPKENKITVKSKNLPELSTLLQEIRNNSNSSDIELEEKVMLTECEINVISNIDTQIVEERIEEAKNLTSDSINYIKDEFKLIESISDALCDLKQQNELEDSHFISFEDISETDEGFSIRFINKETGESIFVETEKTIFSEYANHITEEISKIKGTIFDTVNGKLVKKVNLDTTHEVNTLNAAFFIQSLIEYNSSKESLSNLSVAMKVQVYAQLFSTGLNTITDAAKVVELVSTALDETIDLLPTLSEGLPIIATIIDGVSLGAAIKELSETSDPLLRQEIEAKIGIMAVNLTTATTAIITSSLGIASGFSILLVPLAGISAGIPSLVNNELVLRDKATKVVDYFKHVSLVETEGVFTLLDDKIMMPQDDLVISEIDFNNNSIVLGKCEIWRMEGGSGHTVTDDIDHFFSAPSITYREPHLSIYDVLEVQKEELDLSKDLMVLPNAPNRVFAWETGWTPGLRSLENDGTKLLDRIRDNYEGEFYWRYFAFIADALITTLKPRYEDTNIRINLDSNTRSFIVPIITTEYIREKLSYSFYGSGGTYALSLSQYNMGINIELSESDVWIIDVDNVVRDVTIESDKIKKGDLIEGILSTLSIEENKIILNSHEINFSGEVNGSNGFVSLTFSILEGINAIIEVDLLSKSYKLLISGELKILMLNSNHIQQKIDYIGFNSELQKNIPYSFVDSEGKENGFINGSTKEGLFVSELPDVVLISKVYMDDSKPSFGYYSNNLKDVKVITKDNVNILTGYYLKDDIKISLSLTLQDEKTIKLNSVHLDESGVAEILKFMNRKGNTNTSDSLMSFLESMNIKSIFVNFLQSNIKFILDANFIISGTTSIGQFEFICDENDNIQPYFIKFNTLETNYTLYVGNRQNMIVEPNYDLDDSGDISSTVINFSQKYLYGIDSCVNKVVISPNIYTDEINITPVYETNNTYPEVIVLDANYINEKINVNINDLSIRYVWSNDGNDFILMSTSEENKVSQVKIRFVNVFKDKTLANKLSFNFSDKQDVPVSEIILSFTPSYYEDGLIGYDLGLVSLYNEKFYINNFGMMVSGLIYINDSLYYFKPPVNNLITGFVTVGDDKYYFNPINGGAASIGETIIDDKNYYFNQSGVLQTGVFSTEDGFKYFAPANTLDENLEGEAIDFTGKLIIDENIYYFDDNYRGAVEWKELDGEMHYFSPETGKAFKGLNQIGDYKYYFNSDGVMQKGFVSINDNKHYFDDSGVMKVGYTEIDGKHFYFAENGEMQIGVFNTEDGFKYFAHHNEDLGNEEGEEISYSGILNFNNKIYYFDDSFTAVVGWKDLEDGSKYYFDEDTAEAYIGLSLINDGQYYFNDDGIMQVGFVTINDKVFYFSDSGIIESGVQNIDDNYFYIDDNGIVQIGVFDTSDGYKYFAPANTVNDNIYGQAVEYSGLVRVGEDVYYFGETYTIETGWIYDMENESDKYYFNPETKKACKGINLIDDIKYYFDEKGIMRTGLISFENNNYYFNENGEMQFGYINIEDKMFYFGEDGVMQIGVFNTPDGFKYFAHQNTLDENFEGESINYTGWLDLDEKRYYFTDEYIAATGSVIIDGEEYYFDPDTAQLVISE
SARS 3CLpro inh – SARS-CoV 3CLpro protease inhibitors, primary screen, biochemical, quenched FRET; recombinant SARS-CoV 3CLpro, quenched FRET peptide cleavage; Replicase polyprotein 1ab (Severe acute respiratory syndrome coronavirus), P0C6X7; AID 1706, 2009; hit rate 0.14% among 290,000; inhibition, % at 6 µM; in the data active = inhibition above about 12%
Anthrax LF prot – Bacillus anthracis LF protease inhibitors, primary screen, biochemical, multiplex microsphere, MLPCN library | Lethal factor (Bacillus anthracis), P15917 | multiplex microsphere protease cleavage assay | inhibition, % at 10 µM | hit rate 0.12% among 360,000 | AID 588501, 2011; in the data active = inhibition above about 30%; note: plate controls were buffer without enzyme for full effect and enzyme alone for no effect
Yp Topo-I inh – Yersinia pestis topoisomerase I inhibitors, primary screen, biochemical, cleavage product accumulation, plate reader, single point; activity, % at 10 µM; hit rate 0.064% among 360,000; DNA topoisomerase I (Yersinia pestis CO92); Y. pestis Topo-I cleavage product accumulation; in the data active = activity above about 50%, passing the limit was not always enough; note: inactives centre near 2
PfHsp40 rescue – rescue of yeast from PfHsp40 toxicity, primary screen, S. cerevisiae, ATP luminescence | hit rate 0.68% among 340,000 | S. cerevisiae expressing PfHsp40, growth rescue | AID 504582, 2011 | growth rescue, % at 12.5 µM; in the data active = growth rescue above about 28%, passing the limit was not always enough;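 note: yeast W303a lacking pdr1 and pdr3 grown in galactose medium; growth measured after three days at 30 °C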
VHR inh abs – VHR1 phosphatase inhibitors, primary screen, biochemical, absorbance, uHTS; Dual specificity protein phosphatase 3 (Homo sapiens), P51452; AID 1654, 2009; hit rate 0.52% among 290,000; recombinant VHR phosphatase, pNPP absorbance; inhibition, % at 13.3 µM; in the data active = inhibition above about 50%; note: some compounds called inactive have numbers as strong as hits
An asterisk follows results filed as active; i = inactive; . = no result given; & = joins results of further samples.

entry	Structure	BH1578 lux ind	MazF activator	SSB-PriA inh	Rv3671c inh	TcdB GH inh	SARS 3CLpro inh	Anthrax LF prot	Yp Topo-I inh	PfHsp40 rescue	VHR inh abs
1	CN(C(=O)CSc1nc(C2CC2)n(-c2ccccc2)n1)C1CCS(=O)(=O)C1 (stereo not drawn)	i	4	-16	.	0.9	.	.	7	3.6	.
2	O=[N+]([O-])c1cc(Cl)ccc1N1CCN(c2ccccc2O)CC1	i	0	32	6	-4.8	-1	-7	5	7.1	12
3	O=C(CSc1nnc(CNC(=O)c2ccc(F)cc2)o1)NCC1CCCO1 (stereo not drawn)	i	1	-13	0	-0.1	1	-4	5	1.2	-2
4	C=CCC(O)c1c(-c2ccccc2)nn(C)c1Cl (stereo not drawn)	-0.4	4	-17	-8	0.1	-2	-4	-7	2.2	12
5	CCOC(=O)C(C)Sc1nc(=O)n2cccc(C)c2n1 (stereo not drawn)	i	8	-17	-6	-2.0	-1	2	3	-0.4	-11
6	Cc1ccc(-c2nn(-c3ccccc3)cc2CO)o1	0.5	0	-6	10	.	-2	-3	2	2.6	13
7	COc1cc(OC)c(C2C(C#N)=C(N)OC3=C2C(=O)CC(C)(C)C3)cc1OC (stereo not drawn)	2.9	-2	-14	0	.	-4	-3	1	-0.5	-19
8	O=C(NN1C(=O)C2C(C1=O)C1C=CC2C12CC2)c1ccccc1 (stereo not drawn)	-0.3	-6	-5	8	1.0	2	0	-2	-0.5	63
9	CCCn1c(SCC(=O)Nc2ccccc2Cl)nc(O)cc1=O	2.4	-16	0	.	1.7	.	1	-3	0.0	.
10	Cn1c(-[n+]2c(-c3ccccc3)cc(-c3ccccc3)cc2-c2ccccc2)nc2cc([N+](=O)[O-])ccc21	-0.3	11	18	-16	.	-2	2	2	0.3	22
11	CC(C)(C)SC(=O)CC1NS(=O)(=O)OCC1NC(=O)OCC(Cl)(Cl)Cl (stereo not drawn)	-3.6	6	9	-12	0.8	-1	0	9	1.4	9
12	COc1ccccc1OCCNC(=O)c1ccc(C(C)(C)C)cc1	-1.3	0	-11	1	1.0	.	.	17	1.3	.

Single records, from the list above:
Record of CCOC(=O)C(C)Sc1nc(=O)n2cccc(C)c2n1 (stereo not drawn) → BH1578 lux ind = i; MazF activator = 8; SSB-PriA inh = -17; Rv3671c inh = -6; TcdB GH inh = -2.0; SARS 3CLpro inh = -1; Anthrax LF prot = 2; Yp Topo-I inh = 3; PfHsp40 rescue = -0.4; VHR inh abs = -11
Record of O=[N+]([O-])c1cc(Cl)ccc1N1CCN(c2ccccc2O)CC1 → BH1578 lux ind = i; MazF activator = 0; SSB-PriA inh = 32; Rv3671c inh = 6; TcdB GH inh = -4.8; SARS 3CLpro inh = -1; Anthrax LF prot = -7; Yp Topo-I inh = 5; PfHsp40 rescue = 7.1; VHR inh abs = 12

Further compounds.
entry	Structure	BH1578 lux ind	MazF activator	SSB-PriA inh	Rv3671c inh	TcdB GH inh	SARS 3CLpro inh	Anthrax LF prot	Yp Topo-I inh	PfHsp40 rescue	VHR inh abs
13	Cc1ccc(C(=O)c2c(NC(=O)c3ccccc3)sc(C)c2C)cc1	-0.2	-3	2	-8	.	-5	-6	7	-0.7	29
14	CCC1(c2ccccc2)NC(=O)N(CC(=O)c2ccc3c(c2)OCO3)C1=O (stereo not drawn)	-14	3	3	-3	0.4	.	-1	-14	-0.6	.
15	CC1(C(=O)NS(=O)(=O)Cc2cccc(Cl)c2)CCN1C(=O)CCc1ccccc1 (stereo not drawn)	i	.	.	.	1.4	.	4	3	.	.
16	CCC(C)NC(=O)CSc1ccc(NC(C)=O)cc1 (stereo not drawn)	.	9	-13	4	.	4	-3	11	-0.2	4
17	O=c1c2c([nH]c3ccccc13)CCCCCC2	-6.0	3	-10	4	.	8	-6	5	-0.3	-2
18	COC(=O)C1=C(C)N(c2ccc(OC)c(OC)c2)C(=O)/C1=C\c1ccco1	-2.3	6	-5	5	0.0	4	-1	17	-0.2	26
19	Cc1cc(CN2CCOCC2)c(O)c(C2(C)CCCCC2)c1	0.0	-4	-14	4	.	0	-2	21	2.2	11
20	Cc1ccc(NC(=O)NNC(=O)C2CC(c3cccnc3)=NO2)cc1 (stereo not drawn)	-2.6	12	-15	-7	.	2	0	-2	1.3	16
21	COc1ccc(NC(=O)N2CCN(c3cccc(C(F)(F)F)c3)CC2)cc1OC	i	-1	6	-3	.	4	-4	29	1.3	10
22	CCc1sc(NC(=O)C(C)C)nc1-c1ccccc1	i	15	-4	0	0.5	1	-9	9	-0.6	13
23	O=C(COC(=O)Cc1ccc(Br)cc1)NCC1CCCO1 (stereo not drawn)	7.1	7	-2	-2	4.0	.	-10	-3	1.5	.
24	O=C(O)CCCNc1ccc(S(=O)(=O)N2CCCCC2)cc1	i	-23	0	9	-0.4	-1	-4	1	-0.1	38
25	CCn1c(=O)c2[nH]c(Cl)nc2n(CC)c1=O	-0.5	2	.	.	4.3	.	-2	-3	.	.
26	CC(C)NC(=O)COCc1cc(-c2ccc3c(c2)OCO3)on1	i	9	2	-10	1.8	4	-4	-7	-0.3	-29
27	C/C(=N/NC(=O)c1ccc(Cl)s1)c1ccc(NC(=O)COc2ccc(Cl)cc2)cc1	i	-1	.	-3	.	1	-4	1	0.1	-4
28	Cc1nnc(NCc2ccncc2)c2ccccc12	-0.5	-20	-9	1	.	-3	5	8	0.4	27
29	Cc1ccc(-c2nn(CC(=O)NCc3ccccn3)c(=O)c3ccccc23)cc1S(=O)(=O)N(C)C	-0.4	10	-13	9	0.9	4	-8	25	-0.5	12
30	C=C(C)CNC(=S)N=Nc1c(O)[nH]c2ccc([N+](=O)[O-])cc12	i	3	-13	14	-1.5	1	-6	-3	-1.2	6
31	COc1ccc(S(=O)(=O)Nc2ccc(-c3ccc4nnc(C)n4n3)cc2)c(OC)c1	i	6	-6	3	-0.2	.	.	-3	-0.2	.
32	CNc1ncc(C(=O)c2ccc(Cl)c(Cl)c2)s1	-0.4	-5	6	-3	.	4	-10	6	0.8	33
33	Cc1ccc(S(=O)(=O)N(C)CC(=O)N(C)Cc2cccs2)cc1	0.2	-6	.	.	1.3	.	6	3	.	.
34	O=C(CCNS(=O)(=O)c1cccc2nonc12)NC1CCCCCC1	-0.2	3	-16	8	0.5	5	2	-2	-0.1	20
35	NS(=O)(=O)c1ccc(CCNC(=O)C(=O)c2c[nH]c3ccccc23)cc1	-0.3	4	11	-19	0.1	0	-1	-5	1.5	-3
36	Cc1cc(NC(=O)CSc2nnc(C(C)N(C)C)n2-c2ccc(F)cc2)no1 (stereo not drawn)	-0.3	3	-14	-1	-0.5	0	2	8	0.6	22

In another format: results already given
Each structure is followed by: BH1578 lux ind	MazF activator	SSB-PriA inh	Rv3671c inh	TcdB GH inh	SARS 3CLpro inh	Anthrax LF prot	Yp Topo-I inh	PfHsp40 rescue	VHR inh abs
[23] O=C(COC(=O)Cc1ccc(Br)cc1)NCC1CCCO1 (stereo not drawn)
→ 7.1	7	-2	-2	4.0	.	-10	-3	1.5	.
[24] O=C(O)CCCNc1ccc(S(=O)(=O)N2CCCCC2)cc1
→ i	-23	0	9	-0.4	-1	-4	1	-0.1	38
[25] CCn1c(=O)c2[nH]c(Cl)nc2n(CC)c1=O
→ -0.5	2	.	.	4.3	.	-2	-3	.	.
[26] CC(C)NC(=O)COCc1cc(-c2ccc3c(c2)OCO3)on1
→ i	9	2	-10	1.8	4	-4	-7	-0.3	-29
[27] C/C(=N/NC(=O)c1ccc(Cl)s1)c1ccc(NC(=O)COc2ccc(Cl)cc2)cc1
→ i	-1	.	-3	.	1	-4	1	0.1	-4
[28] Cc1nnc(NCc2ccncc2)c2ccccc12
→ -0.5	-20	-9	1	.	-3	5	8	0.4	27
[29] Cc1ccc(-c2nn(CC(=O)NCc3ccccn3)c(=O)c3ccccc23)cc1S(=O)(=O)N(C)C
→ -0.4	10	-13	9	0.9	4	-8	25	-0.5	12
[30] C=C(C)CNC(=S)N=Nc1c(O)[nH]c2ccc([N+](=O)[O-])cc12
→ i	3	-13	14	-1.5	1	-6	-3	-1.2	6
[31] COc1ccc(S(=O)(=O)Nc2ccc(-c3ccc4nnc(C)n4n3)cc2)c(OC)c1
→ i	6	-6	3	-0.2	.	.	-3	-0.2	.
[32] CNc1ncc(C(=O)c2ccc(Cl)c(Cl)c2)s1
→ -0.4	-5	6	-3	.	4	-10	6	0.8	33
[33] Cc1ccc(S(=O)(=O)N(C)CC(=O)N(C)Cc2cccs2)cc1
→ 0.2	-6	.	.	1.3	.	6	3	.	.
[34] O=C(CCNS(=O)(=O)c1cccc2nonc12)NC1CCCCCC1
→ -0.2	3	-16	8	0.5	5	2	-2	-0.1	20
[35] NS(=O)(=O)c1ccc(CCNC(=O)C(=O)c2c[nH]c3ccccc23)cc1
→ -0.3	4	11	-19	0.1	0	-1	-5	1.5	-3
[36] Cc1cc(NC(=O)CSc2nnc(C(C)N(C)C)n2-c2ccc(F)cc2)no1 (stereo not drawn)
→ -0.3	3	-14	-1	-0.5	0	2	8	0.6	22

Other results follow.
entry	Structure	BH1578 lux ind	MazF activator	SSB-PriA inh	Rv3671c inh	TcdB GH inh	SARS 3CLpro inh	Anthrax LF prot	Yp Topo-I inh	PfHsp40 rescue	VHR inh abs
37	CC1CCN(CCCNC(=O)C2CCC(CNS(=O)(=O)c3cccc4nsnc34)CC2)CC1 (stereo not drawn)	-5.3	-4	-13	-3	0.2	1	0	2	-0.9	51*
38	COCCn1c(SCC(=O)Nc2cc(OC)ccc2OC)nc2c(c1=O)SC(C)C2 (stereo not drawn)	-0.5	0	-2	-22	0.6	1	1	-2	-1.0	14
39	CCN(CC)C(=O)C1CCC(C)(C(=O)O)C1(C)C (stereo not drawn)	.	-3	-16	4	.	1	-4	4	1.5	36
40	CCC(COC(=O)c1cc(OC)c(OC)c(OC)c1)(c1ccccc1)N(C)C (stereo not drawn)	8.3&2.8&-0.2	-1&4&5	0	0&2&-2	1.5&2.2	-1	-8&-9	2&2	-0.2&-0.3&-0.4	-15
41	CCSc1nnc(NC(=O)c2nc(-c3ccccc3)n(-c3ccccc3)n2)s1	i	0	-5	-10	.	0	0	13	126*	4
42	CCSc1nnc([C@@H](N)Cc2ccccc2)o1	-0.2	-6	4	-5	.	3	-1	5	0.4	-27
43	OCCC1CN(Cc2cnn(-c3ccccc3Cl)c2)CCN1Cc1ccsc1 (stereo not drawn)	-2.8	4	0	-4	0.9	1	-4	8	2.5	27
44	COc1cccc(-c2cnc3c(NC(C)=O)cc(-c4ccsc4)cn23)c1	i	.	.	.	-0.3	.	-1	32	.	.
45	COc1ccc(S(=O)(=O)NCC2CCC(C(=O)NCc3ccc(F)cc3)CC2)cc1 (stereo not drawn)	-0.6	3	-1	2	-0.5	-2	9	-7	0.3	-22
46	C[C@@H]1CN([C@H](C)CO)C(=O)CCCn2cc(nn2)CO[C@H]1CN(C)C(=O)NC1CCCCC1	i	2	.	.	2.1&-0.4	.	3	0	.	.
47	Cc1nc(NCCN2CCOCC2)c2nnn(Cc3ccccc3Cl)c2n1	i	0	-10	-6	.	-5	-6	3	0.7	-12
48	COCCSc1nnc(NC(=O)CS(=O)(=O)c2ccccc2)s1	-0.3	6	-2	1	-2.3	-1	0	-1	0.6	30

These rows are one share of the data, so the mix of outcomes need not match the whole.
